JMJD2C inh = blocks human GASC-1 demethylase activity | inhibition, % at 2.35 µM | Q9H3R0 | 330,000 compounds, 0.069% hits | GST-JMJD2C(1-420) H3K9me3 demethylation, DELFIA europium | AID 2099;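 active = more than half of a compound's replicate wells show inhibition beyond 50%, single wells judged on their own value; inconclusive = some, but no more than half, of replicates pass 50% inhibition; inactive = no replicate passes 50% inhibition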;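 also: signal counts dimethyl H3K9 product captured on neutravidin plate; 0% = median of DMSO wells and 100% = 0.3 times that DMSO median; strong numbers were not always called active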
AHR act = human AHR activation | P35869 | 320,000 compounds, 2.5% hits | AHR-responsive luciferase reporter cells, luminescence | activation, % at 5 µM; in the data active = activation above about 47%;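 also: 0% = vehicle wells and 100% = reference agonist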
Target sequence (P35869 whole entry, looked up): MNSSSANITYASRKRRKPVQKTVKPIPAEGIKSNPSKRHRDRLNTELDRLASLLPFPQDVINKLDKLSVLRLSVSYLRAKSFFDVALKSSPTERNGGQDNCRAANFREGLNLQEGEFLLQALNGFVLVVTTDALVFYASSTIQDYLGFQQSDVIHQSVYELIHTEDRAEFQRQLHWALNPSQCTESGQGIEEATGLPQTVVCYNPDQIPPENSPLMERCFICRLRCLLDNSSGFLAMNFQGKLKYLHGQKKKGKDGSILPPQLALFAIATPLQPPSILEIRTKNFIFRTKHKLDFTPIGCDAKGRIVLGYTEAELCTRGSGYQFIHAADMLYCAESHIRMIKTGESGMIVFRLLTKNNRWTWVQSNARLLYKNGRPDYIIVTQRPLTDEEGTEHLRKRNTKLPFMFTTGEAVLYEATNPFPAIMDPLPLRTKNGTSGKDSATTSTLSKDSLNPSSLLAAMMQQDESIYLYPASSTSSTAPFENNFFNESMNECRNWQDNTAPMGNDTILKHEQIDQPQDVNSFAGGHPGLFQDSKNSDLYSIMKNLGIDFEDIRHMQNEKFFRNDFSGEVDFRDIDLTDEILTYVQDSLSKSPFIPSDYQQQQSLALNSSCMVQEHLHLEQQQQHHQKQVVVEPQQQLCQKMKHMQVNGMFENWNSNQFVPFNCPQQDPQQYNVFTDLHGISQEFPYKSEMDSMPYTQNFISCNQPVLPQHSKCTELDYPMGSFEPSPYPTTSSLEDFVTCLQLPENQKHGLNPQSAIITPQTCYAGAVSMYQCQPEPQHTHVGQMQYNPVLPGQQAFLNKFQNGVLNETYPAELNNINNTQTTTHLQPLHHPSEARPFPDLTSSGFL
procasp3 activ = activates human procaspase-3; P42574; AID 463141; activation, % at 8.5 µM; 330,000 compounds, 0.11% hits; recombinant procaspase-3 D3A, Ac-DEVD-pNA absorbance 405 nm;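 active = activation above the mean of all tested compounds plus 3 SD, cut at about 21% in these data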;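 also: 0% = DMSO alone and 100% = DMSO wells spiked with extra 5 µM PC-3 D3A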
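Assay system: Procaspase-3 D3A mutant, all three cleavage aspartates alanine. Buffer or medium: Zinc-free HEPES saline buffer with Triton X-100. Times: 1 h compound preincubation, 2 h substrate hydrolysis at 25 °C. Measured by: 405 nm absorbance of p-nitroaniline, reads at 0 and 120 min. Read-out basis: percent activation relative to control range. Replicates: singlicate.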
Yeast superoxide = caloric restriction mimetics inhibiting age-related superoxide in yeast; S. cerevisiae aged cells, superoxide DHE fluorescence; active compounds read low; AID 2690; superoxide response (% of plate mean), % at 10 µM; 330,000 compounds, 0.18% hits;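 active = superoxide response under a set limit, about three screen SD below normal, cut at about 65% in these data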;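 also: yeast aged for seven days with compound at 30 °C before DHE staining; 100% = average MFI of all compound-treated wells on the plate with controls excluded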
MEP2-GFP yeast = yeast TOR pathway MEP2-GFP modulation | S. cerevisiae MEP2-GFP strain, flow cytometry GFP, 3 h; 100% = DMSO control level | AID 2016 | GFP response vs DMSO, % at 10 µM | 330,000 compounds, 0.51% hits;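 active = GFP response versus DMSO above a set limit, roughly screen mean plus 3 SD, cut at about 180% in these data; inconclusive = fewer than 70 cells counted for a yeast strain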;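 also: median GFP fluorescence of the barcode-gated MEP2-GFP cells per well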
RPL19A TOR yeast = yeast TOR pathway RPL19A-GFP modulation. 330,000 compounds, 0.3% hits. AID 2025. S. cerevisiae RPL19A-GFP strain, flow cytometry, 3 h; active compounds read low. percent response vs DMSO, % at 10 µM;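 active = percent response vs DMSO below 50%; inconclusive = fewer than 70 events counted for the yeast strain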;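 also: median channel GFP fluorescence of the barcoded RPL19A-GFP strain; ratio of sample median GFP to plate DMSO average so 100% = DMSO; lower means less RPL19A-GFP as with rapamycin TOR inhibition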
LAP4 TOR yeast = alters LAP4-GFP fluorescence in TOR pathway yeast screen; 320,000 compounds, 0.34% hits; GFP response vs DMSO, % at 10 µM; S. cerevisiae LAP4-GFP multiplex, flow cytometry GFP, 3 h; median GFP as percent of DMSO wells;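 active = GFP response vs DMSO above a set limit, about the screen mean plus 3 SD, cut at about 150% in these data; inconclusive = under 70 cell events counted for the yeast strain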
procasp7 counter = activates human procaspase-7, counter-screen for procaspase-3 activators. P55210. recombinant procaspase-7, Ac-DEVD-pNA absorbance 405 nm; D23A/D198A/D206A triple mutant, cannot self-cleave; scale: DMSO 0, 5 µM enzyme 100. activation, % at 8.5 µM. 330,000 compounds, 0.093% hits;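 active = percent activation above the screen-wide mean plus 3 SD, cut at about 25% in these data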
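Detection: p-Nitroaniline absorbance at 405 nm, read at 0 and 120 min; system: Uncleavable procaspase-7 mutant enzyme; evaluation: % activation from two-timepoint absorbance difference, scaled to controls; times: 1 h enzyme–compound preincubation and 2 h substrate reaction, both 25 °C; buffer or medium: Zinc-free HEPES pH 7.4 with 300 mM NaCl, 0.01% Triton X-100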
The depositor's hits bear a star; & = joins results of further samples.

`Cc1cc(=O)oc2cc(OCC(=O)Nc3ccc(CN4CCOCC4)cc3)c(Cl)cc12` gave JMJD2C inh 2, AHR act -1, procasp3 activ 2, Yeast superoxide 112, MEP2-GFP yeast 94, RPL19A TOR yeast 100, LAP4 TOR yeast 97 and procasp7 counter -8.
COc1ccc(/C=N/NC(=O)Cn2nnc3ccccc32)cc1OC was read as JMJD2C inh -7, AHR act 4, procasp3 activ 0, Yeast superoxide 93, MEP2-GFP yeast 97, RPL19A TOR yeast 102, LAP4 TOR yeast 93 and procasp7 counter -2.
Screening COc1ccc(NC(=O)CCCn2c(=S)[nH]c3ccccc3c2=O)cc1 returned JMJD2C inh -5, AHR act 12, procasp3 activ 2, Yeast superoxide 97, MEP2-GFP yeast 104, RPL19A TOR yeast 97, LAP4 TOR yeast 97 and procasp7 counter 12.
For CS(=O)(=O)c1ccc(NCCN2CCOCC2)c([N+](=O)[O-])c1 the results were JMJD2C inh 6, AHR act 2, procasp3 activ -10, Yeast superoxide 106, MEP2-GFP yeast 103, RPL19A TOR yeast 105, LAP4 TOR yeast 98 and procasp7 counter 1.
Screening Cc1ccc(OCCN2CCN(CC(O)Cn3c4ccccc4c4ccccc43)CC2)cc1 (stereo not drawn) returned JMJD2C inh -6, AHR act 3, procasp3 activ 6, Yeast superoxide 88, MEP2-GFP yeast 94, RPL19A TOR yeast 101, LAP4 TOR yeast 100 and procasp7 counter -5.
Screening Cc1ccc(Cn2nnc3c(=O)n(CC(=O)NCC4CCCO4)cnc32)cc1 (stereo not drawn) returned JMJD2C inh -12, AHR act -1, procasp3 activ 5, Yeast superoxide 111, MEP2-GFP yeast 94, RPL19A TOR yeast 98, LAP4 TOR yeast 93 and procasp7 counter 1.
Screening COc1ccc(NC(=O)CSc2nnc(CNC(=O)c3cccs3)o2)c(OC)c1 returned JMJD2C inh 7, AHR act 1, procasp3 activ -1, Yeast superoxide 108, MEP2-GFP yeast 99, RPL19A TOR yeast 97, LAP4 TOR yeast 109 and procasp7 counter -1.
For Cn1c(=O)[nH]c(=O)c2c1nc(N1CCN(CCO)CC1)n2Cc1ccccc1Cl the results were JMJD2C inh -4, Yeast superoxide 102, MEP2-GFP yeast 103, RPL19A TOR yeast 100 and LAP4 TOR yeast 99.
Screening CC(C)C(c1nnnn1C(C)(C)C)N1CCN(c2cccc(Cl)c2)CC1 (stereo not drawn) returned JMJD2C inh 1, AHR act 4, procasp3 activ -19, Yeast superoxide 86, MEP2-GFP yeast 96, RPL19A TOR yeast 101, LAP4 TOR yeast 99 and procasp7 counter -1.
`CN(C)S(=O)(=O)c1cccc(C(=O)Nc2ccc(N3CCOCC3)cc2)c1` gave JMJD2C inh 11, AHR act -1, procasp3 activ 2, Yeast superoxide 95, MEP2-GFP yeast 97, RPL19A TOR yeast 99, LAP4 TOR yeast 102 and procasp7 counter -9.
Screening O=C(OC1CCOC1=O)c1ccc(NS(=O)(=O)c2cccs2)cc1 (stereo not drawn) returned JMJD2C inh 4, AHR act 1, procasp3 activ -8, Yeast superoxide 106, MEP2-GFP yeast 100, RPL19A TOR yeast 102, LAP4 TOR yeast 100 and procasp7 counter 12.
Screening O=C(CN1CCN(Cc2ccc(F)cc2)C1=O)NCc1cccs1 returned JMJD2C inh 3, AHR act -3, procasp3 activ 3, Yeast superoxide 96, MEP2-GFP yeast 100, RPL19A TOR yeast 101, LAP4 TOR yeast 96 and procasp7 counter -6.
COc1cccc(CNCCO)c1OCc1ccccc1Cl was read as JMJD2C inh 10, AHR act 3, procasp3 activ 3, Yeast superoxide 100, MEP2-GFP yeast 92, RPL19A TOR yeast 99, LAP4 TOR yeast 94 and procasp7 counter -3.
For CCOC(=O)c1cc2c(=O)n3ccccc3nc2n(CCOC)c1=NC(=O)C(C)(C)C the results were JMJD2C inh -1, AHR act 1, procasp3 activ -4, Yeast superoxide 106, MEP2-GFP yeast 331*, RPL19A TOR yeast 57, LAP4 TOR yeast 117 and procasp7 counter -4.
Screening COc1ccc(-c2cn[nH]c2-c2ccc(OCC(=O)NN)cc2O)cc1 returned JMJD2C inh -3, Yeast superoxide 98, MEP2-GFP yeast 113, RPL19A TOR yeast 107 and LAP4 TOR yeast 99.

Already shown: an excerpt of the list.
COc1cccc(CNCCO)c1OCc1ccccc1Cl was read as JMJD2C inh 10, AHR act 3, procasp3 activ 3, Yeast superoxide 100, MEP2-GFP yeast 92, RPL19A TOR yeast 99, LAP4 TOR yeast 94 and procasp7 counter -3.
For CCOC(=O)c1cc2c(=O)n3ccccc3nc2n(CCOC)c1=NC(=O)C(C)(C)C the results were JMJD2C inh -1, AHR act 1, procasp3 activ -4, Yeast superoxide 106, MEP2-GFP yeast 331*, RPL19A TOR yeast 57, LAP4 TOR yeast 117 and procasp7 counter -4.
Screening COc1ccc(-c2cn[nH]c2-c2ccc(OCC(=O)NN)cc2O)cc1 returned JMJD2C inh -3, Yeast superoxide 98, MEP2-GFP yeast 113, RPL19A TOR yeast 107 and LAP4 TOR yeast 99.

(continued)
`NC(N)=N/N=C/c1c(Cl)cccc1Cl` gave JMJD2C inh inconclusive, AHR act 1&2, procasp3 activ 1&10, Yeast superoxide 97&85, MEP2-GFP yeast 91&96, RPL19A TOR yeast 100&93, LAP4 TOR yeast 96&89 and procasp7 counter 18&1.
`NC(=O)[C@@H]1CCCN1Cc1nc(Cc2ccccc2Cl)no1` gave JMJD2C inh 10, AHR act 1, procasp3 activ 7, Yeast superoxide 97, MEP2-GFP yeast 104, RPL19A TOR yeast 102, LAP4 TOR yeast 108 and procasp7 counter 0.
For COCc1cc([C@@H]2C[C@H]3CN(c4ccccc4)C(=O)[C@]34CCCN24)ccc1OC the results were JMJD2C inh 35, AHR act 1, procasp3 activ 3, Yeast superoxide 114, MEP2-GFP yeast 105, RPL19A TOR yeast 103, LAP4 TOR yeast 88 and procasp7 counter -2.
For COC(=O)Cc1ccc(NC(=S)NCCC(C)C)cc1 the results were JMJD2C inh -12, AHR act 0, procasp3 activ 9, Yeast superoxide 80, MEP2-GFP yeast 103, RPL19A TOR yeast 103, LAP4 TOR yeast 93 and procasp7 counter 5.
For COc1cc(/C=N\NC(=O)CNC(=O)C(c2ccccc2)c2ccccc2)ccc1O the results were JMJD2C inh -2, AHR act 0, procasp3 activ 5, Yeast superoxide 100, MEP2-GFP yeast 106, RPL19A TOR yeast 101, LAP4 TOR yeast 90 and procasp7 counter 5.
For Cc1ccccc1C(=O)Nc1cc(NC(=O)c2ccccc2C)cc(C(=O)O)c1 the results were JMJD2C inh -4, AHR act 1, procasp3 activ 13, Yeast superoxide 95, MEP2-GFP yeast 99, RPL19A TOR yeast 102, LAP4 TOR yeast 95 and procasp7 counter 1.
For O=C(Cn1nnc(-c2ccccc2F)n1)Nc1ccc2c(c1)OCO2 the results were JMJD2C inh -1, AHR act 9, procasp3 activ 0, Yeast superoxide 106, MEP2-GFP yeast 100, RPL19A TOR yeast 94, LAP4 TOR yeast 101 and procasp7 counter 2.
For O=C(Nc1cccnc1)OC1CCCCC1 the results were JMJD2C inh -31, AHR act 22, procasp3 activ 0, Yeast superoxide 104, MEP2-GFP yeast 103, RPL19A TOR yeast 107, LAP4 TOR yeast 105 and procasp7 counter 1.
For Cc1ccc(Cl)cc1NC(=O)CN1CCOCC1 the results were JMJD2C inh 0, AHR act -3, procasp3 activ 11, Yeast superoxide 109, MEP2-GFP yeast 100, RPL19A TOR yeast 96, LAP4 TOR yeast 117 and procasp7 counter -2.
`O=C(Nc1nc(-c2cccc([N+](=O)[O-])c2)cs1)C(c1ccccc1)c1ccccc1` gave JMJD2C inh -10, AHR act 14, procasp3 activ -2, Yeast superoxide 98, MEP2-GFP yeast 115, RPL19A TOR yeast 101, LAP4 TOR yeast 102 and procasp7 counter -1.
C=CCNC(=O)c1onc(CCl)c1C(=O)OC was read as JMJD2C inh 4, AHR act 0, procasp3 activ 2, Yeast superoxide 97, MEP2-GFP yeast 94, RPL19A TOR yeast 102, LAP4 TOR yeast 106 and procasp7 counter 5.
`COc1ccc(C(CNc2nc(-c3cccnc3)nc3ccccc23)N(C)C)cc1` (stereo not drawn) gave JMJD2C inh -4, AHR act 27, procasp3 activ -1, Yeast superoxide 91, MEP2-GFP yeast 105, RPL19A TOR yeast 102, LAP4 TOR yeast 115 and procasp7 counter -1.
For CCCn1nc(NS(=O)(=O)c2ccccc2)c2cc3cc(C)ccc3nc21 the results were JMJD2C inh 11, AHR act 6, procasp3 activ 9, Yeast superoxide 96, MEP2-GFP yeast 104, RPL19A TOR yeast 103, LAP4 TOR yeast 93 and procasp7 counter 1.
For Cc1oc2c(F)c(F)c(F)c(F)c2c1S(=O)(=O)Nc1cccc(C(F)(F)F)c1 the results were JMJD2C inh -5, AHR act 8, procasp3 activ -4, Yeast superoxide 97, MEP2-GFP yeast 98, RPL19A TOR yeast 103, LAP4 TOR yeast 92 and procasp7 counter -12.
`O=C(CC(c1ccco1)C1CCCCC1=O)c1ccccc1` (stereo not drawn) gave JMJD2C inh 0, AHR act -1, procasp3 activ 7, Yeast superoxide 90, MEP2-GFP yeast 93, RPL19A TOR yeast 93, LAP4 TOR yeast 94 and procasp7 counter 3.

3 structures out of the list, arranged by count of non-hydrogen atoms, descending:
Screening COc1ccc(NC(=O)CCCn2c(=S)[nH]c3ccccc3c2=O)cc1 returned JMJD2C inh -5, AHR act 12, procasp3 activ 2, Yeast superoxide 97, MEP2-GFP yeast 104, RPL19A TOR yeast 97, LAP4 TOR yeast 97 and procasp7 counter 12.
For CS(=O)(=O)c1ccc(NCCN2CCOCC2)c([N+](=O)[O-])c1 the results were JMJD2C inh 6, AHR act 2, procasp3 activ -10, Yeast superoxide 106, MEP2-GFP yeast 103, RPL19A TOR yeast 105, LAP4 TOR yeast 98 and procasp7 counter 1.
C=CCNC(=O)c1onc(CCl)c1C(=O)OC was read as JMJD2C inh 4, AHR act 0, procasp3 activ 2, Yeast superoxide 97, MEP2-GFP yeast 94, RPL19A TOR yeast 102, LAP4 TOR yeast 106 and procasp7 counter 5.

Screens as filed in PubChem BioAssay.
